Screening data deposited in PubChem by several laboratories.
MEP2-GFP yeast – modulators of MEP2-GFP levels in yeast, primary screen, S. cerevisiae, multiplex flow cytometry, MLPCN library; hit rate 0.51% among 330,000; GFP response vs DMSO, % at 10 µM; S. cerevisiae MEP2-GFP strain, 3 h; 100% = DMSO control level;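 active = GFP response versus DMSO above a set limit, roughly screen mean plus 3 SD, cut at about 180% in these data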;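 also: median GFP fluorescence of the barcode-gated MEP2-GFP cells per well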
AHR activator – AHR activators, primary screen, cell-based, luminescence, luciferase reporter, human; hit rate 2.5% among 320,000; Aryl hydrocarbon receptor (Homo sapiens), P35869; activation, % at 5 µM; AHR-responsive luciferase reporter cells; in the data active = activation above about 47%;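 also: 0% = vehicle wells and 100% = reference agonist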
procasp3 activ – activators of human procaspase-3 D3A mutant, primary screen, biochemical, absorbance, PC-3 D3A mutant, single concentration; Caspase-3 (Homo sapiens), P42574; recombinant procaspase-3 D3A, Ac-DEVD-pNA absorbance 405 nm; activation, % at 8.5 µM; hit rate 0.11% among 330,000; AID 463141, 2010;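 active = activation above the mean of all tested compounds plus 3 SD, cut at about 21% in these data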;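 also: 0% = DMSO alone and 100% = DMSO wells spiked with extra 5 µM PC-3 D3A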
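Evaluation: percent activation relative to control range; Material: Procaspase-3 D3A mutant, all three cleavage aspartates alanine; Compound: single dose, 8.5 µM nominal compound, 0.8% DMSO; Replication: one well per compound; Signal: absorbance at 405 nm, 0 and 120 min; Schedule: 1 h preincubation plus 2 h reaction at 25 °C.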
ZTA counter – ZTA (EBV) inhibition in EBNA-1 counter-screen. P03206. ZTA-DNA binding, fluorescence polarization. inhibition, % at 11 µM. hit rate 0.15% among 320,000; in the data active = inhibition above about 33%
LAP4 TOR yeast – modulators of LAP4-GFP expression in yeast, primary screen, S. cerevisiae, multiplex flow cytometry, MLPCN library. 3 h; median GFP as percent of DMSO wells. GFP response vs DMSO, % at 10 µM. AID 2023, 2009. hit rate 0.34% among 320,000;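 active = GFP response vs DMSO above a set limit, about the screen mean plus 3 SD, cut at about 150% in these data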
RPL19A TOR yeast – RPL19A-GFP expression modulators in yeast, primary screen, cell-based, S. cerevisiae, multiplex flow cytometry, MLPCN; S. cerevisiae RPL19A-GFP strain, 3 h; stronger effect = lower value; percent response vs DMSO, % at 10 µM; hit rate 0.3% among 330,000;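 active = percent response vs DMSO below 50%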;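 also: median channel GFP fluorescence of the barcoded RPL19A-GFP strain; ratio of sample median GFP to plate DMSO average so 100% = DMSO; lower means less RPL19A-GFP as with rapamycin TOR inhibition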
EBNA-1 inhibitor – EBNA-1 DNA-binding inhibitors, primary screen, biochemical, fluorescence polarization | hit rate 0.34% among 300,000 | inhibition, % at 14.8 µM | AID 1950, 2009; in the data active = inhibition above about 28%
proCasp7 act – procaspase-7 activators, primary screen, counter-screen for procaspase-3 activator project, biochemical, absorbance, HTS, human. AID 463210, 2010. Caspase-7 (Homo sapiens), P55210. recombinant procaspase-7, Ac-DEVD-pNA absorbance 405 nm; D23A/D198A/D206A triple mutant, cannot self-cleave; scale: DMSO 0, 5 µM enzyme 100. hit rate 0.093% among 330,000. activation, % at 8.5 µM;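 active = percent activation above the screen-wide mean plus 3 SD, cut at about 25% in these data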
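signal = Epi-absorbance of released pNA at 405 nm, two timepoints | assay system = Uncleavable procaspase-7 mutant enzyme | reagent = Ac-DEVD-pNA substrate, 400 µM as added | times = 1 h enzyme–compound preincubation and 2 h substrate reaction, both 25 °C | benchmarks = low DMSO alone, high DMSO plus 5 µM PC-7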
Starred values were filed as active, the others as inactive; . = no result given.

1: Cc1cc(C)c[n+](-c2nc3ccccc3nc2[N-]S(=O)(=O)c2ccc(Cl)cc2)c1
2: O=C(COC(=O)CN1CCSC1=O)Nc1ccc(F)cc1Cl
3: O=C(Cn1nc(-c2cccc(Cl)c2)ccc1=O)Nc1cccnc1
4: CCOC(=O)N1CCN(S(=O)(=O)c2ccc(C(=O)Nc3sc4c(c3C(N)=O)CCN(CC)C4)cc2)CC1
5: COC(=O)CCC(=O)N1CN2CN(C(=O)CCC(=O)OC)CC([N+](=O)[O-])(C2)C1
6: N#CC1(c2ccc(NC(=O)c3ccccc3)cc2)CCCC1
7: O=C1CCc2cc(S(=O)(=O)Nc3ccccc3)cc3c2N1CC3
8: COCCn1c(SCC(=O)N2CCCc3ccccc32)nnc1-c1ccoc1C

assay / compound,1,2,3,4,5,6,7,8
MEP2-GFP yeast,102,91,111,102,96,107,105,115
AHR activator,1,-1,7,2,5,33,-2,6
procasp3 activ,4,5,7,-3,-9,5,4,4
ZTA counter,-1,.,0,6,-13,1,-7,-3
LAP4 TOR yeast,98,88,114,110,89,103,97,103
RPL19A TOR yeast,106,93,107,98,101,102,106,93
EBNA-1 inhibitor,-6,.,2,-5,-9,5,-24,-12
proCasp7 act,-3,0,3,2,2,-2,-8,-2

9: Fc1ccccc1CSc1nnc(Cn2cnc3ccccc32)n1-c1ccccc1
10: O=C(NC1CCCCC1)c1c2c(nc3ccccc13)CCC2
11: COc1ccc(S(=O)(=O)Nc2ccccc2N2CCOCC2)cc1[N+](=O)[O-]
12: CC(=O)CCc1c(C)c2cc(C)ccc2[nH]c1=O
13: Cc1ccc(C)c(-c2cc(C(=O)Nc3cccnc3)c3ccccc3n2)c1
14: CCN(CC)CCNC(=O)Cn1nc(-c2ccccc2)c2ccccc2c1=O
15: O=C(c1ccco1)N1CCC(N2CCN(c3ccccc3)CC2)CC1
16: CCc1cc(C(=O)OC)c(NC(=O)CSc2nccn2C)s1

assay / compound,9,10,11,12,13,14,15,16
MEP2-GFP yeast,97,97,105,97,107,80,94,96
AHR activator,-1,2,1,38,11,10,-3,5
procasp3 activ,0,6,3,-11,-5,6,6,-5
ZTA counter,1,17,-10,-26,1,1,-8,-7
LAP4 TOR yeast,78,112,91,99,100,93,108,101
RPL19A TOR yeast,113,97,100,98,102,94,94,98
EBNA-1 inhibitor,-7,4,-3,-13,-22,-2,2,-3
proCasp7 act,8,7,-12,0,7,-8,2,4

17: CC(NC(=O)c1ccc(Cl)c(S(=O)(=O)N2CCCCCC2)c1)c1cccnc1 (stereo unspecified)
18: O=C(Nc1ccc2c(c1)OCCO2)c1cccs1
19: CN1CCc2nc(SCC(=O)Nc3ccc(F)cc3)c(C#N)cc2C1
20: O=C(OCc1ccccc1)/C(=C/c1cccc2ccccc12)NC(=O)c1ccccc1
21: Cc1cc(Cl)ccc1C(=O)C1CCCN(C(=O)c2cnn(C(C)C)c2)C1 (stereo unspecified)
22: Cc1ccc(C(=O)CCC(=O)N2CCN(C(=O)c3ccco3)CC2)cc1
23: CC(=O)c1c(C)[nH]c(C(=O)OCC(=O)NCC(C)C)c1C
24: CC(C)(C)n1nc2c(c1NC(=O)COc1ccc3ccccc3c1)CS(=O)(=O)C2

assay / compound,17,18,19,20,21,22,23,24
MEP2-GFP yeast,102,100,106,112,102,104,103,102
AHR activator,3,1,67*,5,-2,2,7,1
procasp3 activ,-7,8,-3,1,8,-1,0,3
ZTA counter,0,-10,-6,-7,-15,-6,8,-14
LAP4 TOR yeast,102,89,100,106,107,106,93,95
RPL19A TOR yeast,100,106,99,106,101,101,97,100
EBNA-1 inhibitor,.,9,-12,8,-12,-18,-7,11
proCasp7 act,-9,10,-1,-5,0,-1,15,7

25: CC(=O)Nc1ccc(S(=O)(=O)N2CCSC2c2ccc(C)cc2)cc1 (stereo unspecified)
26: CS(=O)(=O)c1cccc(C(=O)Nc2ccc3c(c2)OCCCO3)c1
27: COc1ccc(CCNC(=O)CNS(=O)(=O)c2cccs2)cc1OC
28: CN(C)c1ccccc1C(=O)N1CCCC(Nc2ccc(F)cc2)C1 (stereo unspecified)
29: Cc1cccc(NC(=O)CNC(=O)Cc2ccc(S(=O)(=O)N3CCOCC3)s2)c1C
30: Cc1[nH]c2ccc(OC(F)(F)F)cc2c1CCN1C(=O)c2ccc(C(=O)O)cc2C1=O
31: COc1cc(C(CCN2CCOCC2)c2c(OC)cc(OC)c3c2OC(=O)CC3c2ccc(N(C)C)cc2)cc(OC)c1OC (stereo unspecified)
32: COc1ccc(-c2csc(NC(CO)c3nc4ccccc4n3CCCO)n2)cc1 (stereo unspecified)

assay / compound,25,26,27,28,29,30,31,32
MEP2-GFP yeast,99,102,104,101,108,106,106,98
AHR activator,0,23,3,0,1,1,2,55*
procasp3 activ,4,7,10,0,1,-1,-3,-2
ZTA counter,7,6,1,-7,-13,13,-17,2
LAP4 TOR yeast,106,95,101,88,100,110,98,97
RPL19A TOR yeast,94,102,97,100,96,109,104,99
EBNA-1 inhibitor,-13,-7,10,-3,.,1,1,4
proCasp7 act,8,5,-1,1,0,2,-10,-6

33: O=C(CN1C(=O)c2ccccc2S1(=O)=O)NCc1ccccn1
34: COc1ccccc1Nc1nnc(SCc2nnc(-c3cc(OC)c(OC)c(OC)c3)o2)s1
35: O=C(NC1CCOCC1)C1CCC(=O)N(Cc2cccc(C(F)(F)F)c2)C1 (stereo unspecified)
36: O=[N+]([O-])c1ccc2c(c1)C(N1CCOCC1)/C(=C/C1(O)CCCCC1)O2 (stereo unspecified)
37: COc1ccccc1N1CCN(C(=O)CNC(=O)c2cn(-c3ccccc3OC)c(=O)c3ccccc23)CC1
38: O=C(Nc1ccccc1[N+](=O)[O-])c1nc[nH]c1C(=O)NCCO
39: CC(=O)C[C@H](O)CC(=O)[C@H]1OC(=O)CCCCCc2ccccc21
40: CC(=O)Nc1cccc(C(=O)Nc2nc(C)cs2)c1

assay / compound,33,34,35,36,37,38,39,40
MEP2-GFP yeast,100,111,109,100,105,95,87,100
AHR activator,2,14,-1,1,-2,7,0,9
procasp3 activ,-2,-5,1,7,5,-2,1,0
ZTA counter,6,4,4,-1,-12,6,.,-5
LAP4 TOR yeast,103,102,97,95,100,94,87,95
RPL19A TOR yeast,107,111,104,98,108,100,90,108
EBNA-1 inhibitor,13,-15,2,-6,-11,-2,.,-2
proCasp7 act,-6,-1,8,8,-5,9,4,4

41: COc1ccc(CCN2C(=O)CC(N3CCN(S(=O)(=O)c4ccccc4)CC3)C2=O)cc1 (stereo unspecified)
42: COC(=O)Nc1nc(-c2ccccc2)c(C(=O)c2ccc(Cl)cc2)s1
43: CC(=O)Cc1nsc(NC(=O)c2ccc(-c3cc(C(F)(F)F)ccc3Cl)o2)n1
44: CCN(Cc1ccccc1)Cc1cccc([N+](=O)[O-])c1
45: CCN(CC)CCNC(=O)c1cccc(NC(=O)C(=O)c2cc(Br)ccc2NC(C)=O)c1
46: CCOc1cccc(N2C(=O)CC(n3cnc4ccccc43)C2=O)c1 (stereo unspecified)
47: Cc1cccc(CCN2C(N(C)C)=NC[C@@H]2CC(C)C)c1
48: N#C/C(=C\c1ccccc1OCc1ccc(C(=O)O)cc1)C(=O)Nc1ccc(O)cc1

assay / compound,41,42,43,44,45,46,47,48
MEP2-GFP yeast,95,93,108,103,91,97,99,97
AHR activator,-2,-2,4,-1,2,13,5,-1
procasp3 activ,-9,2,-4,4,1,-6,1,-8
ZTA counter,3,9,16,3,7,-9,3,5
LAP4 TOR yeast,105,95,109,99,102,100,95,108
RPL19A TOR yeast,96,89,99,98,98,102,100,98
EBNA-1 inhibitor,-3,2,4,-6,10,-7,6,4
proCasp7 act,14,3,5,-6,5,-1,-13,1

49: CCOc1ccc(S(=O)(=O)NCCC(=O)OCC(=O)c2ccc[nH]2)cc1
50: Cc1ccc(C2=NC(C)(C)NC2=O)cc1
51: COc1ccc(CCNC(=O)c2nnn(CC(=O)Nc3ccccc3)c2N)cc1OC
52: CCN(C1CCCCC1)S(=O)(=O)c1ccc(OC)c(C)c1
53: Cc1ccc(C)c(S(=O)(=O)Nc2ccccc2C(=O)Nc2ccc(S(=O)(=O)Nc3ncccn3)cc2)c1
54: Cc1noc(C)c1COc1ccccc1C(=O)N1CCN(S(=O)(=O)c2cccc([N+](=O)[O-])c2)CC1
55: NC1=NC(=Nc2ccc(Br)cc2)c2ccccc21
56: Cc1ccc(CNC(=O)COC(=O)c2c(C)noc2C)cc1

assay / compound,49,50,51,52,53,54,55,56
MEP2-GFP yeast,90,107,102,101,108,90,104,105
AHR activator,0,2,11,3,-3,-1,88*,0
procasp3 activ,8,4,0,-9,-6,5,11,11
ZTA counter,20,-5,2,-2,-6,-11,16,6
LAP4 TOR yeast,108,109,92,94,101,101,91,103
RPL19A TOR yeast,96,102,97,96,111,96,96,99
EBNA-1 inhibitor,13,-11,2,-8,4,.,9,1
proCasp7 act,-5,-12,11,-11,-7,-1,6,8

57: CCOC1=NN(c2ccccc2)C(=O)/C1=C\N(C)C
58: COC(=O)C(C)(C)ONC(=O)Nc1ccccc1[N+](=O)[O-]
59: O=C(c1ccc(S(=O)(=O)N2CCCCC2)cc1)N1CCc2ccccc2C1
60: O=S1(=O)[C@H]2C[C@@H]3C=C[C@]2(CN1Cc1ccc(C(F)(F)F)cc1)O3
61: OC(CN1C2=NCCCN2c2ccccc21)c1ccc(Cl)cc1 (stereo unspecified)

assay / compound,57,58,59,60,61
MEP2-GFP yeast,108,97,103,95,101
AHR activator,8,0,-2,0,7
procasp3 activ,0,0,4,-5,-6
ZTA counter,-7,0,11,13,1
LAP4 TOR yeast,107,93,103,111,100
RPL19A TOR yeast,96,97,99,102,99
EBNA-1 inhibitor,1,9,-6,6,4
proCasp7 act,-6,9,0,5,-10
